From PubChem
hIAP activ: human IAP activation; purified human IAP, CDP-Star luminescence, 30 min; hits give high values; 1 = vehicle-only enzyme, 0 = enzyme-free background; activation factor at 10 µM; 330,000 tested, 0.16% active; AID 2524;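 active = activation factor of the enzyme at least 2-fold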; also: the source names both 10 and 20 µM as test concentration; values of inactives mirror those of a sister screen read the other way
Target sequence (P09923 whole entry, looked up): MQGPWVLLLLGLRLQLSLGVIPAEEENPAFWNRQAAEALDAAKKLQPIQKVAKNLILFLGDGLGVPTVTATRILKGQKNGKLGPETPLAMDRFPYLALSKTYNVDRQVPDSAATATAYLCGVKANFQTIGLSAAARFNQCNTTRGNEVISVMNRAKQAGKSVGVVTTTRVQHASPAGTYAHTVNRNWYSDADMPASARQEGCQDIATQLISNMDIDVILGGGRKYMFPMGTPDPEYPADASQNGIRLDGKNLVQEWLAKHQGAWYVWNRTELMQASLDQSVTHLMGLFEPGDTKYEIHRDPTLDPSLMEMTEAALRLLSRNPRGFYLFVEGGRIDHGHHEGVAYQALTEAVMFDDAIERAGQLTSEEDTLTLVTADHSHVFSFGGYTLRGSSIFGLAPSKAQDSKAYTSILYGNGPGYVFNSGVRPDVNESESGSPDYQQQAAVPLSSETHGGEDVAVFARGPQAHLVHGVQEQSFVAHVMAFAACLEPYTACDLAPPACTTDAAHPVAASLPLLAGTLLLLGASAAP
mIAP inh: mouse IAP inhibition | purified mouse IAP, CDP-Star luminescence, 30 min | inhibition, % at 10 µM | 330,000 tested, 0.2% active | AID 2806;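 active = inhibition of at least 40% at 10 µM in the primary screen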;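 also: plate controls were DMSO with enzyme for no effect and no enzyme wells for full effect; values of inactives mirror those of a sister screen read the other way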
ATG4B inhibitor: inhibitors of human ATG4B cysteine protease | Q9Y4P1 | ATG4B cleavage of LC3-PLA2, NBD-HPC fluorescence, 1 h | inhibition, % at 8.33 µM | 340,000 tested, 0.51% active | AID 504462; in the data active = inhibition above about 40%
Target sequence (Q9Y4P1 whole entry, looked up): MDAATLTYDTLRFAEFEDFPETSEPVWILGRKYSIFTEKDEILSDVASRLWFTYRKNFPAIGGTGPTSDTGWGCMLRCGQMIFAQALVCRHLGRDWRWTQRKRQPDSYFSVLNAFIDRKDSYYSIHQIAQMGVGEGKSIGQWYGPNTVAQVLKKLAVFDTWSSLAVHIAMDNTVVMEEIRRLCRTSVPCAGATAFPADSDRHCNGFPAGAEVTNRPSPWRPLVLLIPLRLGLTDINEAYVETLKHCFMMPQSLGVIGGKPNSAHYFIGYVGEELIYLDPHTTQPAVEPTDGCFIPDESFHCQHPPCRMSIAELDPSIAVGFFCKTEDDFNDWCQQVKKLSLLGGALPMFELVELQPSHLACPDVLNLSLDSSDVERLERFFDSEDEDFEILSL
mIAP activ: mouse IAP activation. AID 2805. 330,000 tested, 0.24% active. muIAP, CDP-Star luminescence, 30 min; hits give high values; 1 = vehicle-only enzyme signal, 0 = enzyme-free wells. activation factor at 10 µM;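 active = activation factor of at least 2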; also: the source names both 10 and 20 µM as test concentration; values of inactives mirror those of a sister screen read the other way
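Assay system: mouse IAP enzyme; reagent: chemiluminescent substrate CDP-Star; dosing: test compounds delivered from DMSO solution; schedule: 30 min at room temperature; measured by: luminescence from enzymatic CDP-Star hydrolysis; controls: DMSO-only wells and no-enzyme negative control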
MPTP inh: permeability transition pore inhibition; AID 602449; isolated mouse mitochondria, Ca2+ swelling absorbance, 30 min; 360,000 tested, 1.4% active; inhibition, % at 10 µM;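 active = inhibition of 50% or more, scaled per plate between neutral and stimulator controls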;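 also: 0% = DMSO wells given calcium and 100% = 1 mM EGTA wells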
beta cell repl: MIN6 beta-cell proliferation induction | MIN6 cells proliferation, ATPlite luminescence, 48 h; cells starved in 0.2% serum; 100% = growth in 10% serum | proliferation, % at 10 µM | 330,000 tested, 0.29% active | AID 2380;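 active = compounds whose signal lies at least 3.5 SD above the mean of all wells on their plate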;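 also: 0% = DMSO-treated cells in low-serum medium and 100% = 10% serum control; some compounds called inactive have numbers as strong as hits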
APOBEC3G inh: inhibitors of human APOBEC3G DNA deaminase | Q9HC16 | inhibition, % at 20 µM | 330,000 tested, 0.28% active | recombinant A3G, ssDNA deamination FAM/TAMRA fluorescence;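 active = inhibition of at least 40% at 20 µM, with no more than 30% in the related APOBEC3A deaminase screen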;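 also: plate controls were DMSO wells with A3G for no effect and wells lacking A3G enzyme for full effect; some compounds called inactive have numbers as strong as hits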
A3A deaminase: inhibitors of human APOBEC3A DNA deaminase; recombinant A3A, FAM/TAMRA ssDNA deamination fluorescence; P31941; 330,000 tested, 0.41% active; inhibition, % at 20 µM;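 active = at least 40% inhibition at 20 µM here, with at most 30% in a related deaminase screen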;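 also: plate controls were A3A with DMSO for no effect and wells lacking A3A enzyme for full effect; some results filed as inactive read as strong as hits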
hIAP inh: blocks human intestinal alkaline phosphatase; 330,000 tested, 0.12% active; inhibition, % at 10 µM; AID 2544; purified IAP, CDP-Star luminescence, 30 min; P09923;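 active = inhibition reaching a set limit with compound at 10 µM in the primary screen, cut at about 35% in these data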;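 also: plate controls were DMSO wells with enzyme for no effect and no-enzyme buffer wells for full effect; values of inactives mirror those of a sister screen read the other way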
* hit, by the source's call; nt = no result given.

no. | structure | hIAP activ | mIAP inh | ATG4B inhibitor | mIAP activ | MPTP inh | beta cell repl | APOBEC3G inh | A3A deaminase | hIAP inh
1 | COc1cc(C(C)=O)ccc1Oc1ncnc2c1cnn2-c1ccccc1 | 1 | 10 | 0 | 0.9 | 0.7 | 1 | -8 | -2 | -3
2 | Cc1cnc(NC(=O)c2nn(C)cc2[N+](=O)[O-])s1 | 1 | -1 | -4 | 1 | -1.5 | 2 | -1 | 2 | -2
3 | O=C(CSc1ccc(-c2nc3ccccc3[nH]2)cn1)N1CCN(C(=O)c2ccco2)CC1 | 0.94 | -2 | -12 | 1 | -0.2 | -2 | -5 | 2 | 6
4 | CN(C)c1ccc(CNC(=O)c2ccc(CNc3c(N4CCCCC4)c(=O)c3=O)cc2)cc1 | 0.97 | -5 | 10 | 1 | -0.8 | 1 | 0 | -2 | 3
5 | COc1ccc(C(=O)Oc2c(CN3CCOCC3)cc(Cl)c3cccnc23)cc1OC | 1 | 7 | -11 | 0.93 | nt | -6 | -4 | -4 | -3
6 | O=C(O)c1ccc(-c2noc(-c3cccc(F)c3)n2)cc1 | 1.1 | -12 | 1 | 1.1 | 0.9 | -5 | -10 | -5 | -5
7 | CC(Oc1ccccc1)C(=O)N1CCC2(CC1)Oc1ccc(F)cc1C(=O)C21CC(c2ccc(Cl)cc2)=NO1 (centres undefined) | 0.8 | 8 | -6 | 0.92 | -1.3 | -6 | -9 | 1 | 20
8 | CN(C)S(=O)(=O)c1ccc(C(=O)OCC(=O)Nc2ccccc2OC(F)F)cc1 | 1.1 | 7 | 2 | 0.93 | -0.3 | -4 | -2 | 4 | -7
9 | NS(=O)(=O)c1ccc(CNC(=O)c2cccc(S(=O)(=O)N3CCc4ccccc43)c2)cc1 | 1.1 | 11 | -25 | 0.89 | -0.3 | 0 | 0 | 5 | -7
10 | CCOc1ccc(-n2c(SC(C)C)nc3c(c2=O)SCC3)cc1 | 0.88 | 2 | 37 | 0.98 | -0.7 | -2 | -3 | 0 | 12
11 | Cc1ccccc1C(=O)Nc1cccc(-c2ccc3nncn3n2)c1 | 1.2 | -10 | 2 | 1.1 | 0.1 | -2 | -8 | -6 | -17
12 | CC(C)Cn1c(C(C)C)nc([N+](=O)[O-])c1Sc1ccc(Cl)cn1 | 1.1 | -2 | -2 | 1 | 0.2 | -3 | -1 | 0 | -10
13 | Cc1cccc(NC(=O)/C(C#N)=C\c2cn(CC(=O)O)c3ccccc23)c1 | 0.85 | 2 | 4 | 0.98 | 0.1 | -2 | 26 | 53* | 15
14 | CCn1c(=O)n(CC)c2cc(S(=O)(=O)Nc3ccccc3C)c(C)cc21 | 0.95 | 13 | 2 | 0.87 | 0.3 | 0 | 1 | 2 | 5
15 | COc1ccccc1Oc1ccc2c(c1)C(=O)N(c1ccc(Br)c3cccnc13)C2=O | 1 | 8 | -3 | 0.92 | 35 | -4 | -3 | -3 | 0
16 | O=C(CSc1nc(Nc2ccccc2)nc(N2CCOCC2)n1)Nc1ccc2c(c1)OCCO2 | 1.2 | -40 | -4 | 1.4 | -0.9 | 2 | -4 | -3 | -16
17 | CN1CCC(=NNC(=O)CN(c2cccc([N+](=O)[O-])c2)S(=O)(=O)c2ccccc2)CC1 | 0.97 | 2 | 2 | 0.98 | -1.2 | 0 | -5 | -1 | 3
18 | CN(C(=O)c1ccc(Br)cc1)C1CCS(=O)(=O)C1 (centres undefined) | 1.3 | -10 | -3 | 1.1 | 1.2 | 0 | -2 | 1 | -26
19 | Cc1cc(OC(=O)c2cc(Cl)ccc2Cl)c([N+](=O)[O-])c(=O)[nH]1 | 0.86 | 1 | -7 | 0.99 | -1.3 | -4 | -10 | -5 | 14
20 | N/C(=N\c1nc2c(c(=O)[nH]1)CCCC2)Nc1ccc(Oc2ccccc2)cc1 | 1.2 | -27 | 14 | 1.3 | 3.1 | -3 | -4 | -2 | -18
21 | COc1cc(/C=C(\C#N)C(=O)Nc2cccc3ncccc23)ccc1O | 0.57 | 6 | nt | 0.94 | nt | -2 | -2 | -3 | 42*
22 | CN(CC(=O)Nc1ccc(Cl)c(C(F)(F)F)c1)C(=O)c1cccnc1Sc1ccccc1 | 0.75 | -46 | -9 | 1.5 | 1.0 | -7 | 4 | 31 | 25
23 | CC(C)CCN1CCN(Cc2ccc(C(F)(F)F)cc2)CC1CCO (centres undefined) | 1 | -6 | -5 | 1.1 | 1.7 | -3 | -2 | 7 | 0
24 | S=c1[nH]c(-c2ccccc2)cs1 | 1.2 | 4 | 4 | 0.96 | -5.8 | -3 | 15 | 0 | -17
25 | O=[N+]([O-])c1cc(C(F)(F)F)ccc1N1CCCNCC1 | 1 | 5 | -6 | 0.95 | 3.4 | -1 | -4 | -3 | -1

Reformatted: results already given
12: CC(C)Cn1c(C(C)C)nc([N+](=O)[O-])c1Sc1ccc(Cl)cn1
  hIAP activ: 1.1; mIAP inh: -2; ATG4B inhibitor: -2; mIAP activ: 1; MPTP inh: 0.2; beta cell repl: -3; APOBEC3G inh: -1; A3A deaminase: 0; hIAP inh: -10
14: CCn1c(=O)n(CC)c2cc(S(=O)(=O)Nc3ccccc3C)c(C)cc21
  hIAP activ: 0.95; mIAP inh: 13; ATG4B inhibitor: 2; mIAP activ: 0.87; MPTP inh: 0.3; beta cell repl: 0; APOBEC3G inh: 1; A3A deaminase: 2; hIAP inh: 5

A second format for part of the listing above:
5: COc1ccc(C(=O)Oc2c(CN3CCOCC3)cc(Cl)c3cccnc23)cc1OC
6: O=C(O)c1ccc(-c2noc(-c3cccc(F)c3)n2)cc1
screen / no.	5	6
hIAP activ	1	1.1
mIAP inh	7	-12
ATG4B inhibitor	-11	1
mIAP activ	0.93	1.1
MPTP inh	nt	0.9
beta cell repl	-6	-5
APOBEC3G inh	-4	-10
A3A deaminase	-4	-5
hIAP inh	-3	-5

Remaining list, next part.
no. | structure | hIAP activ | mIAP inh | ATG4B inhibitor | mIAP activ | MPTP inh | beta cell repl | APOBEC3G inh | A3A deaminase | hIAP inh
26 | CCN1CCN(c2c(Cl)cccc2NC(=O)c2ccc3nsnc3c2)CC1 | 0.94 | -1 | 17 | 1 | -0.1 | 2 | -1 | 3 | 6
27 | Cn1c(SCC(=O)O)nnc1-c1ccc2ncccc2c1 | 0.86 | 0 | nt | 1 | nt | 1 | -6 | -2 | 14
28 | Clc1ccc(-c2cc3ccccc3nc2N2CCOCC2)cc1 | 0.88 | 4 | 25 | 0.96 | 1.6 | -4 | -7 | -4 | 12
29 | CN(CC(=O)Nc1ccc(F)cc1)C(=O)COC(=O)c1ccccc1 | 1.2 | 4 | -5 | 0.96 | 1.0 | 3 | 0 | 1 | -18
30 | O=S(=O)(NCC(c1cccnc1)N1CCN(Cc2ccccc2)CC1)c1ccc(F)cc1 (centres undefined) | 1.2 | -1 | 3 | 1 | -0.8 | -1 | -3 | 0 | -15
31 | CC(C)(C)OC(=O)N1CCCC1C(=O)NCCc1ccccc1 (centres undefined) | 1.1 | 3 | -5 | 0.97 | -6.0 | 0 | 15 | 38 | -6
32 | CC(C)c1ccc(/C=C/C(=O)NC2CCCCC2)cc1 | 0.97 | -3 | 6 | 1 | 1.3 | -2 | -8 | -2 | 3
33 | CC(C)n1c(O)c(N=NC(=O)CNC(=O)c2cccnc2)c2ccccc21 | 1.1 | 8 | 0 | 0.93 | 0.1 | -2 | -4 | -2 | -9
34 | COc1cccc(C2=CC(=O)C[C@H](c3ccc(Cl)cc3)C2)c1OC | 1 | 12 | 1 | 0.88 | -0.4 | -2 | -4 | 0 | -4
35 | CC(=O)Nc1ccc(C(=O)Nc2ccc(S(=O)(=O)Nc3nccc(C)n3)cc2)cc1 | 1 | -5 | 1 | 1.1 | -1.2 | -3 | -3 | 0 | -4
36 | Brc1cccc(CNn2cnnc2)c1 | 1 | -2 | 2 | 1 | 2.1 | -2 | -5 | -3 | 0
37 | O=C(CC1CCCC1)N1CCCC(Nc2ccc(F)cc2)C1 (centres undefined) | 0.99 | 11 | 11 | 0.89 | 1.2 | 6 | -3 | -4 | 1
38 | Cc1nnc(NC(=O)CSc2nnc(CCNC(=O)c3ccccc3F)n2C)s1 | 1 | 4 | -2 | 0.96 | 0.3 | -2 | -7 | -2 | 0
39 | COc1ccc(-n2nc3c(c2NC(=O)c2ccc(N4C(=O)CCC4=O)cc2)CSC3)cc1 | 0.99 | 2 | 2 | 0.98 | -1.1 | 1 | -2 | 6 | 1
40 | COc1ccc(C)cc1NC(=O)CNc1ccccc1CN(C)C1CCCCC1 | 0.98 | 0 | -11 | 1 | 0.8 | -3 | -9 | 24 | 2
41 | CC(C)Nc1nnc(SCC(=O)NCc2ccc3c(c2)OCO3)s1 | 1 | 2 | -6 | 0.98 | -0.4 | 3 | -4 | 2 | -4
42 | CC(C)NC(=O)COC(=O)Cn1[nH]c(=O)c2ccccc2c1=O | 0.94 | -6 | 2 | 1.1 | 0.1 | -3 | -5 | 0 | 6
43 | CCOC(=O)C1=C(CS(=O)(=O)c2ccccc2)NC(=O)NC1c1ccccc1 (centres undefined) | 1.1 | -8 | -8 | 1.1 | 0.2 | -2 | -4 | -4 | -14
44 | CC1(C)Cc2nc(N3CCCC3)c(C#N)cc2CO1 | 1.2 | -12 | -1 | 1.1 | -5.2 | -1 | -4 | -4 | -18
45 | Cc1ccc(N/C=C(\C2OC(=O)c3ccccc32)[N+](=O)[O-])c(C)c1 (centres undefined) | 0.71 | -1 | 0 | 1 | -2.5 | -4 | -6 | -3 | 28
46 | O=C(CN1C(=O)CCSc2ccccc21)Nc1ccc(F)cc1 | 0.92 | -6 | -9 | 1.1 | -0.2 | 2 | -2 | 1 | 8
47 | COc1ccc(C)cc1NC(=O)CN1CCN(S(=O)(=O)c2ccc3ccccc3c2)CC1 | 1.1 | 9 | -11 | 0.91 | -1.0 | -4 | -6 | -1 | -7
48 | O=C(Cc1ccc(S(=O)(=O)N2CCOCC2)s1)Nc1ccccc1N1CCCC1 | 1.1 | 1 | -4 | 0.99 | 0.7 | 2 | -6 | 0 | -6
49 | CCN(C(=O)CN1C(=O)CN(C)C1=O)c1cccc2ccccc12 | 0.91 | 4 | -6 | 0.96 | -0.7 | -4 | -10 | -1 | 9
50 | CCOC(=O)c1cn(CC)c2c(ccc3ccccc32)c1=O | 1 | 2 | -6 | 0.98 | -0.5 | 2 | 0 | -6 | 0

Sorted by molecular weight (ascending): 4 of the compounds above
no. | structure | hIAP activ | mIAP inh | ATG4B inhibitor | mIAP activ | MPTP inh | beta cell repl | APOBEC3G inh | A3A deaminase | hIAP inh
42 | CC(C)NC(=O)COC(=O)Cn1[nH]c(=O)c2ccccc2c1=O | 0.94 | -6 | 2 | 1.1 | 0.1 | -3 | -5 | 0 | 6
46 | O=C(CN1C(=O)CCSc2ccccc21)Nc1ccc(F)cc1 | 0.92 | -6 | -9 | 1.1 | -0.2 | 2 | -2 | 1 | 8
29 | CN(CC(=O)Nc1ccc(F)cc1)C(=O)COC(=O)c1ccccc1 | 1.2 | 4 | -5 | 0.96 | 1.0 | 3 | 0 | 1 | -18
47 | COc1ccc(C)cc1NC(=O)CN1CCN(S(=O)(=O)c2ccc3ccccc3c2)CC1 | 1.1 | 9 | -11 | 0.91 | -1.0 | -4 | -6 | -1 | -7
